HSF-1 act = HSF-1 activators, primary screen, NIH3T3-HGL cells, MG132 stress, luminescence, single point | NIH3T3-HGL HSF-1 luciferase reporter, 8 h; 100% = twice DMSO control signal | activation, % at 9 µM | actives 1.7% (n = 300,000) | AID 504408, 2011;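 active = mean replicate activation of at least 50% with a set share of replicates each reaching 50%; inconclusive = only one of those two conditions met; inactive = mean below 50% and too few replicates reaching it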;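 also: 0% = median of the neutral control wells and 100% = twice that signal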
AI-2 QS mod = Vibrio harveyi AI-2 quorum sensing modulators, primary screen, JMH597 strain, luminescence/OD600 ratio | activity change, % at 7.5 µM | Vibrio harveyi JMH597 AI-2 luminescence/OD600 ratio, 9 h; stronger effect = lower value; strain lacks LuxN and CqsS sensors; 0 = neutral-control median | actives 0.4% (n = 300,000) | AID 2094, 2009; in the data active = activity change below about -75%, passing the limit was not always enough; inconclusive = no clear call, values can overlap the other calls;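 also: luminescence divided by OD600 gain over 9 h not by final OD600 alone; inactives centre near 13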
HDAC3 inh = HDAC3 deacetylase inhibitors, primary screen, biochemical, fluorescence, cell-free homogeneous | inhibition, % at 8.3 µM | actives 0.15% (n = 320,000) | AID 2718, 2010 | recombinant HDAC3, fluorogenic peptide/trypsin coupled | Histone deacetylase 3 (Homo sapiens), O15379; in the data active = inhibition above about 26%, passing the limit was not always enough; inconclusive = no clear call, values can overlap the other calls
PolyA inhibitor = polyadenylation inhibitors in yeast reporter cells, primary screen, luminescence, S. cerevisiae. actives 0.02% (n = 300,000). AID 1875, 2009. calls only at 12 µM. S. cerevisiae SKY197-pL101 polyadenylation reporter, beta-gal luminescence; efflux-impaired pdr1/pdr3 knockout yeast; score 100 = 6 SD above DMSO;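 active = lowest replicate activity score at least 50, where 100 means six control SD above control mean; inconclusive = lowest score under 50 but half or more replicates reach 50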;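 also: yeast exposed to compound for 9 h at 30 °C; higher score means more reporter readthrough which indicates perturbed polyadenylation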
Platelet DG rel = inhibitors of platelet dense granule secretion, primary screen, cell-based, MLPCN, human platelets; actives 0.22% (n = 300,000); human platelet-rich plasma, SFLLRN dense granule ATP release, luminescence; inhibition, %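 (compounds screened at 7.5 µM in platelet-rich plasma)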;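 active = mean replicate score, as percent of positive control, at or above 50; inconclusive = mean below 50 but at least one replicate at or above 50; inactive = mean and every replicate below 50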
GSK3B inh = human GSK3beta kinase inhibitors, primary screen, biochemical, cell-free homogeneous, HTS; Glycogen synthase kinase-3 beta (Homo sapiens), P49841; actives 0.038% (n = 300,000); GST-GSK3beta kinase, ADP-Glo luminescence, 60 min; stronger effect = lower value; activity score (negative = inhibition), % at 10 µM;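 active = more than half of replicate wells score below -50%, meaning over 50% inhibition versus plate controls; inconclusive = some replicates but at most half score below -50%; inactive = no replicate scores below -50%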;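 also: 0% = median DMSO wells and -100% = median GW8510 positive control wells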
Target sequence (P49841 whole entry, looked up): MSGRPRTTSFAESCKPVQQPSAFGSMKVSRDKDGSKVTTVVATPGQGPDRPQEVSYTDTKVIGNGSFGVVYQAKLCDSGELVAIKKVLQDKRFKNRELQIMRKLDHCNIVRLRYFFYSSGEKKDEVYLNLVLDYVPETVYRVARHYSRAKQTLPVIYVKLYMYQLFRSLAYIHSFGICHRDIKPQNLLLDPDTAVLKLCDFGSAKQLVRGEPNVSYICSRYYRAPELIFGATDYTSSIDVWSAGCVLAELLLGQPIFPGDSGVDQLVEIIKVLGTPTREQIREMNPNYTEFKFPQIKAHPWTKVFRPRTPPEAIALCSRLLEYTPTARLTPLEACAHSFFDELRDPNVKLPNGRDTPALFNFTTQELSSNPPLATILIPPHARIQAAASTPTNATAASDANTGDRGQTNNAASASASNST
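Test system: GST-fused GSK3beta enzyme, cell-free | Quantity: 1.6 ng GST-GSK3beta enzyme per well | Reagent: 25 µM ATP with peptide substrate | Schedule: 60 min enzyme reaction, room temperature | Signal: Luminescent ADP-Glo measurement of ADP formed | Read-out basis: Score relative to plate controls | Control set: DMSO and 20 µM GW8510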
HSF1 inh = HSF1 inhibitors in luciferase reporter cells, primary screen, cell-based, NIH3T3, luminescence; actives 0.77% (n = 300,000); AID 2098, 2009; NIH3T3-HGL HSE-luciferase, MG132-induced, luminescence 8 h; stronger effect = lower value; activity change, negative = inhibition, % at 7.5 µM (by protocol);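 active = more than half of replicate wells show activity change below -50%, luminescence cut by over half; inconclusive = some wells, but at most half, below -50%; inactive = no replicate well below -50%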;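 also: luciferase reports HSF-1 transcriptional activity via heat shock element; 0% = median of DMSO wells and -100% = zero luminescence signal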
HSP90 inh = HSP90 inhibitors, primary screen, cell lysate, luminescence; Heat shock protein HSP 90 (rabbit reticulocyte lysate; luciferase refolding); Rabbit reticulocyte lysate, luciferase refolding luminescence, 3 h; inhibition, % at 5.6 µM; actives 0.91% (n = 290,000); AID 1789, 2009;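 active = inhibition above the screen-wide mean plus 3 SD, computed separately per campaign, cut at about 16% in these data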;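 also: 0% = DMSO wells and 100% = 60 µM geldanamycin wells; inhibitors lower the luminescence because luciferase stays unfolded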
GSK3 alpha inh = blockers of GSK3A enzyme activity – biochemical, luminescence, cell-free homogeneous, HTS, primary screen; Glycogen synthase kinase-3 alpha (Homo sapiens), P49840; GSK-3 alpha kinase, ADP-Glo luminescence, 60 min; inhibition, % at 10 µM; actives 0.1% (n = 320,000); AID 2650, 2010;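 in the data active = inhibition above about 50%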;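 also: GST-tagged GSK-3 alpha with peptide substrate and 25 µM ATP; 0% = DMSO neutral wells and 100% = GW8510 positive control wells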
Target sequence (P49840 whole entry, looked up): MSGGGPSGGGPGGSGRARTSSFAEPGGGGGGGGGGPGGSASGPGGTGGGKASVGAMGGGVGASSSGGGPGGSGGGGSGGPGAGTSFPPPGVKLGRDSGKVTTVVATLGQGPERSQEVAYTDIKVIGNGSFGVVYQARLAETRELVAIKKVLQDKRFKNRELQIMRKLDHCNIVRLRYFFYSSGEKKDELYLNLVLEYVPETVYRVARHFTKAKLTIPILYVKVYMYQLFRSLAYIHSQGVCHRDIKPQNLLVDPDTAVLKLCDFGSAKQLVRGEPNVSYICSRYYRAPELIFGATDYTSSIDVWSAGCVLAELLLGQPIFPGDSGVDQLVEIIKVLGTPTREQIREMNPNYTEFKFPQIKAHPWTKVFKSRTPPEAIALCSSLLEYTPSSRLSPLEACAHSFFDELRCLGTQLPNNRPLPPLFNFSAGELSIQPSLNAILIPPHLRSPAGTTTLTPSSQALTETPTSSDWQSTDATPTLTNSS
DYRK1A inh = rat Dyrk1A kinase inhibitors, primary screen, biochemical, single point, plate reader. inhibition, % at 12.5 µM. actives 0.43% (n = 310,000). ADP-Glo luminescence, NFATc1 peptide; in the data active = inhibition above about 50%;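 also: plate controls were vehicle with enzyme for no effect and no enzyme for full effect; many of its hits are not listed in these tables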
Starred values were filed as active, the others as inactive; i = inactive; ? = inconclusive; . = no result given. Not all compounds are listed; rates above refer to the full screens.

HSF-1 act	AI-2 QS mod	HDAC3 inh	PolyA inhibitor	Platelet DG rel	GSK3B inh	HSF1 inh	Compound	HSP90 inh	GSK3 alpha inh	DYRK1A inh
-3	36	-1	i	-2	2	2	O=C(c1cnn(C(=O)c2cccc(S(=O)(=O)N3CCOCC3)c2)c1)c1cc(Cl)cc(Cl)c1O	-1	1	.
4	13	3	i	-6	2	-3	COc1ccc(CC(=O)OCC(=O)NCc2ccco2)cc1OC	.	0	10
13	-4	-7	i	30	1	3	COc1cc(/C=C/C(=O)O)cc(S(=O)(=O)NC2CCCC2)c1OC	-2	1	17
82*	-5	-3	i	12	-2	48	O=C(Nc1ccc2c(c1)CCC2)c1cccc(OC(F)F)c1	.	-1	.
-6	29	3	i	-14	-1	-1	COc1ccc(C(=O)Nc2ccc(C(=O)Nc3nccs3)cc2)cc1[N+](=O)[O-]	-5	6	0
-33	3	-8	i	1	2	-21	COc1cc(CN2CCCC(N3CCN(c4ccccc4C)CC3)C2)ccc1O (centres undefined)	0	-4	8
5	43	-11	i	-1	2	-2	CCOC(=O)c1cc(-c2cc3ccccc3o2)nc2c1c(=O)[nH]c(=O)n2CCOC	-2	-3	-4
-10	43	?	i	-3	-4	1	COc1ccc(NC(=O)c2cc(S(=O)(=O)N(C)C)ccc2N2CCCC2)cc1Cl	-1	1	-4
11	12	1	i	1	1	-3	CCOC(=O)CNC(=O)C(Cc1ccccc1)NC(=O)OCc1ccccc1 (centres undefined)	4	-1	-1
-2	-5	2	i	-4	0	-3	CCC(C)Nc1nc(OC)nc(N(C)C#N)n1 (centres undefined)	-2	4	-4
-5	18	2	i	10	2	7	Oc1ccc(-c2c(C3=CCCCC3)sc3ccccc23)cc1	-3	0	-4
-9	17	-1	i	-5	-2	7	O=C(C1Cc2ccccc2CN1S(=O)(=O)c1cccs1)N1CCCCC1 (centres undefined)	2	-2	-5
24	25	-4	i	0	-1	5	CCOC(=O)N/N=C/c1ccc(N(CC)CC)cc1O	-4	0	0
8	12	5	i	4	1	1	OCCOCCn1c(-c2ccccc2)nc(=S)c2c1CCCC2	.	0	-1
43	18	-2	i	9	2	7	COc1ccccc1NC(=O)Cn1nnc2sc3c(c2c1=O)CC(C)(C)OC3	-5	0	.
0	11	-1	i	0	1	0	CC1CC(C)CN(C(=O)COC(=O)CNS(=O)(=O)/C=C/c2ccccc2)C1 (centres undefined)	0	-3	4
-14	31	2	i	0	2	-1	Cc1ccc(N(CC(=O)NC2CCCC2)C(=O)Cn2nnc(-c3ccccc3F)n2)cc1	-2	0	0
9	7	4	i	2	2	6	COC(=O)c1c(C)[nH]c(C(=O)CSc2nnnn2-c2ccccc2)c1C	-6	-3	13
.	7	0	i	-2	4	.	O=C(O)c1ccc(COc2ccc3ccccc3c2)o1	67*	-2	-7
7	4	1	i	0	5	2	O=C(O)c1cccc(-n2c(/C=C/c3ccc([N+](=O)[O-])cc3)nc3ccccc3c2=O)c1	2	1	-2
-8	3	0	i	1	2	-1	O=C(CN(C1CCCCC1)S(=O)(=O)c1ccc(F)cc1)NC1CC1	-2	0	-3
-2	15	-2	i	1	2	-2	Cc1ccc(NC(=O)C2CCN(S(=O)(=O)c3ccc4c(c3)CC(C)N4C(=O)C3CCC3)CC2)nc1 (centres undefined)	-3	2	10
6	16	6	i	2	2	-3	COc1ccc(C2CC(=O)Oc3c(C(CCN4CCN(c5ccccc5)CC4)c4ccc(N(C)C)cc4)c(OC)cc(OC)c32)cc1 (centres undefined)	.	.	2
20	30	-2	i	1	3	9	COc1ccc(NC(=S)N2CCN(C(=O)C3CCCO3)CC2)cc1 (centres undefined)	0	2	-6
-3	26	-7	i	-2	-3	2	CC(C)CCNC(=O)C1CCN(C(=O)N(C)C)CC1	0	0	-8
30	9	-14	i	-1	1	-1	Cc1ccc(F)cc1NCC(=O)Nc1ccc(Cl)cc1F	3	-3	3
104*	7	2	i	3	1	54	CC(C)CCn1c(N)c(S(=O)(=O)c2cccs2)c2nc3ccccc3nc21	3	4	-11
-5	7	-47	i	2	2	6	COc1ccccc1Oc1c(C)oc2c(CN3CCN(C)CC3)c(O)ccc2c1=O	8	0	.
38	18	23	i	5	4	7	Cc1cc(N/N=C/c2ccc(F)cc2)nc(NCc2ccccc2)n1	6	2	.
4	29	-2	i	8	1	1	CCN(Cc1ccccc1)C(=O)Cn1c(=O)n(CC(=O)N2CCCCC2)c(=O)c2sccc21	0	0	-2
20	-5	4	i	6	0	11	Cc1cccc2c(=O)c(C(=O)NCc3ccc(F)cc3)c[nH]c12	-5	-1	3
2	28	7	i	1	-3	-3	Cc1cc(/C=N/n2cnnc2)c(C)n1-c1cccc(Cl)c1	-3	-6	-2
0	26	.	i	-2	-8	-2	O=C(CO)N/N=C/c1cccc(Cl)c1Cl	-1	.	49
-27	22	0	i	2	-5	-10	C=CCNc1ncnc2ccccc12	-2	-2	5
2	74	-1	i	-5	3	1	O=C(O)C(F)=C1c2ccccc2-c2ccccc21	.	2	.
3	-2	-2	i	-12	-8	-4	COC(=O)c1cc(OC)c(OC)cc1NC(=O)CCNC(=O)c1ccco1	1	5	-1
-1	6	7	i	-2	-2	4	COc1ccc(/C=C/C(=O)OCC(=O)NCCC2=CCCCC2)cc1	0	-4	6
-1	18	-9	i	-2	1	-1	CC(=O)Nc1ccc(NC(=O)CSc2nnc(C3CC3)n2C)cc1	3	0	0
-7	17	6	i	2	-2	0	COc1ccc(N(CC(=O)NCCSc2ccccn2)S(C)(=O)=O)cc1Cl	-2	-1	-1
17	18	-5	i	11	-1	18	CC(=O)Nc1ccc(S(=O)(=O)N(Cc2cc3ccc(C)cc3[nH]c2=O)CC2CCCO2)cc1 (centres undefined)	-1	-2	-1
5	27	3	i	-3	-2	6	Cc1ccc(-c2nc3ccccc3nc2-c2ccccc2)cc1	0	1	1
-10	14	8	i	-5	-1	-4	CC(=O)N1CCN(c2cc(N3CCCC3)c(F)cc2[N+](=O)[O-])CC1	1	22	7
9	19	-3	i	?	4	-3	CCc1nc2scc(-c3cccs3)c2c(=O)o1	2	-5	18
-16	3	13	i	7	-2	-1	Cc1nn2c(=O)cc(COC(=O)c3ccc(S(=O)(=O)N4CCCCC4)cc3)nc2s1	5	-2	-6
3	20	0	i	5	1	3	CCN(CC(=O)N1CCOCC1)S(=O)(=O)c1ccc(F)cc1	-6	-2	-2
-12	7	-1	i	4	4	-7	COc1ccc(-c2nnn(CC#N)n2)cc1OC	2	3	-3
-75	22	0	i	2	4	-69*	CCCOc1ccc(-c2c(C(=O)N/N=C/c3ccccc3OCC)nnn2-c2nonc2N)cc1	9	-2	-3
21	-14	9	i	9	-2	9	COc1cccc(C=N[C@@H](CO)[C@@H](O)c2ccc([N+](=O)[O-])cc2)c1O	-3	-1	-5
0	8	-2	i	-16	3	-1	CCOc1ccc(-n2ccnc(SCC(=O)NC3CCCC3)c2=O)cc1	.	-2	2
3	28	-1	i	5	0	-2	Nc1ccc2c(c1)CCC2=O	-2	0	12
-6	19	3	i	3	6	2	O=C(c1ccccc1)N1C(=O)C(c2ccccc2)Oc2ccccc21 (centres undefined)	4	-1	.
-12	18	-2	i	4	0	1	COc1ccc(CN2CCCC(C(=O)c3ccc(Cl)cc3)C2)cc1Cn1cccn1 (centres undefined)	-2	-2	.
16	18	-3	i	-4	-1	11	Cc1ccc(N2C(=O)c3n[nH]c(C)c3C2c2ccco2)cc1 (centres undefined)	-2	2	7
1	21	0	i	3	-5	-1	COc1ccccc1Oc1nc2ccccn2c(=O)c1/C=C(\C#N)C(=O)Nc1c(C)n(C)n(-c2ccccc2)c1=O	10	-2	9
-8	23	-8	i	-5	1	-8	CCOc1ccc(CCNC(=O)C2CCCN(S(C)(=O)=O)C2)cc1OCC (centres undefined)	-2	0	5
1	41	.	i	1	0	-2	COc1ccccc1CC(=O)NCc1ccc2c(c1)OCO2	5	-1	0
10	21	-4	i	1	2	-5	COc1ccc(NC2=CC(=O)CC(c3ccccc3)C2)cc1 (centres undefined)	4	0	9
11	38	.	i	-1	-4	-3	CCOC(=O)Cc1c(C)nc2c(-c3ccccc3)c(-c3ccccc3)[nH]n2c1=O	-1	.	17
0	15	3	i	1	-1	-2	Cn1c(NN)nc2sc3c(c2c1=O)CCC3	-8	-3	3
-2	-1	-4	i	-4	5	1	COCCNC(=O)c1cccc(OC2CCN(Cc3ccccc3OCCO)CC2)c1	3	-3	10

(further entries)
HSF-1 act	AI-2 QS mod	HDAC3 inh	PolyA inhibitor	Platelet DG rel	GSK3B inh	HSF1 inh	Compound	HSP90 inh	GSK3 alpha inh	DYRK1A inh
5	6	-1	i	3	-5	-6	O=C(NC1CCCC1)C1CCN(c2cnccn2)CC1	-2	2	-5
-3	27	-2	i	3	1	-3	Cc1ccnc(NC(=O)c2cc(-n3cnnc3)ccc2Cl)c1	2	-2	-4
-79	5	0	i	12	-1	-76*	O=C1N=C(N2CCCC2)S/C1=C\C=C\c1ccccc1	36*	-2	4
77*	-13	13	i	-1	5	55	CC(=O)C1=C(C)NC(SCC(=O)c2ccccc2)=C(C#N)C1c1ccco1 (centres undefined)	3	0	.
14	18	1	i	-2	2	-2	CSCCC(NC(=O)c1ccccc1)C(=O)OCC(=O)Nc1ccc(C)c(Cl)c1 (centres undefined)	-2	0	3
-13	24	2	i	-6	-1	-8	O=C(NCc1ccco1)c1cc(S(=O)(=O)N2CCOCC2)ccc1Br	1	-1	.
5	25	-2	i	-7	0	-7	CC(=O)Nc1ccc(NC(=O)C2CCN(C(=O)C3CC(=O)N(c4ccc(C)cc4)C3)CC2)cc1 (centres undefined)	-1	0	-2
9	16	-5	i	-3	8	-4	COc1cccc(N2CC(C(=O)N3CCC4(CC3)CC(=O)c3ccccc3O4)CC2=O)c1 (centres undefined)	.	-3	20
